Bioassay records deposited in PubChem BioAssay by Fisher Drug Discovery Resource Center.
mcGAS lum: blocks mouse cGAS activity; Q8C6L5; recombinant cGAS, Kinase-Glo ATP depletion luminescence; inhibition, % at 12.5 µM; 160,000 compounds, 0.15% hits; AID 1259399;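 further: 0% = negative control wells and 100% = reference inhibitor with no enzyme activity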
hcGAS lum: human cGAS inhibition | AID 1259398 | Q8N884 | inhibition, % at 12.5 µM | 290,000 compounds, 0.081% hits | recombinant h-cGAS, ATP depletion, Kinase-Glo luminescence;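 further: 0% = vehicle reaction and 100% = reaction without DNA for no activity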
Target sequence (Q8N884 whole entry, looked up): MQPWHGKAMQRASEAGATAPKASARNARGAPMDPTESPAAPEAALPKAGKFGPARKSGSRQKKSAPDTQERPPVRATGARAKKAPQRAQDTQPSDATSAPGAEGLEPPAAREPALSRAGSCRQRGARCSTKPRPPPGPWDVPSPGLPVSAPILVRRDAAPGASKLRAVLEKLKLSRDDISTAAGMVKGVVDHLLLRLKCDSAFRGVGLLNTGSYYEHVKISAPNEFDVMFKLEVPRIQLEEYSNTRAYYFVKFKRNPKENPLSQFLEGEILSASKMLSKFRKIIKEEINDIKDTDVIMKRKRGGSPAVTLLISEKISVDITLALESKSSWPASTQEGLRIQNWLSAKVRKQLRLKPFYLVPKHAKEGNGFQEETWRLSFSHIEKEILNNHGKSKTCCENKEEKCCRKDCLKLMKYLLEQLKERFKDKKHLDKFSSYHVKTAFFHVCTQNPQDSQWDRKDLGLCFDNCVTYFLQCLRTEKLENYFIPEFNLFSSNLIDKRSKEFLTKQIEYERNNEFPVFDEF
NPYLR7 ag: mosquito NPYLR7 agonism; AID 1259423; 270,000 compounds, 0.15% hits; HEK293T NPYLR7/Galpha15, GCaMP6s calcium fluorescence; activation, % at 10 µM; in the data active means activation above about 40%;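 further: 0% = vehicle and 100% = reference agonist at the receptor; some compounds past the cut are filed as inactive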
* = called active by the depositor; . = no result given; & = joins results of further samples. Unless noted, no stated cut-off is given here; in the data, active means inhibition above about 40%; inactive means the rest.

Each structure is followed by: mcGAS lum	hcGAS lum	NPYLR7 ag
> O=S(=O)(c1cccc(Cl)c1F)N1CCN(C(c2ccccc2)c2ccc(Br)cc2)CC1 (stereo not given)
 : -7	-9	35
> Cc1c(Cl)c(C(F)(F)F)nn1CC(=O)Nc1ccc2c(c1)OCO2
 : -7	-4	15
> C(=C\c1ccccc1)/CN1CCN(Cc2nc(-c3cccs3)no2)CC1
 : .	-9	2
> O=C(c1cc2n(n1)CCN(Cc1ccc(Cl)cc1)C2=O)N1CCCC1
 : -3	-6	0
> CN(Cc1nnc(-c2ccccc2)o1)C(=O)c1cn(CC2CCCCC2)nn1
 : -8	-5	1
> Cn1ccnc1C(O)(CC(=O)Nc1ncccc1O)C(F)(F)F (stereo not given)
 : .	0	0
> Cc1ccccc1/[N+]([O-])=C/c1ccncc1
 : .	-1	25
> CC1=CC(=NNc2ncc(Cl)cc2Cl)CC(C)(C)C1
 : .	1	9
> Cc1sc2nc(COC(=O)c3cccc(O)c3)nc(N)c2c1C
 : .	-5	1
> COc1ccc(CN2CCN(Cc3nc4ccccc4s3)CC2CCO)c(C)c1C (stereo not given)
 : .	-6	-7
> Cn1ncc([N+](=O)[O-])c1C(=O)Nc1ccc(Cl)cc1Cl
 : -2	-2	-9
> O=C(N=C1N=C2C=CC(Br)=CN2Cc2ccccc21)c1ccc(C(=O)c2ccccc2)cc1
 : -7	-6	-6
> COc1cc(N=Cc2c(O)n(-c3ccc(OC)c(OC)c3)c(=O)c3ccccc23)cc(OC)c1
 : -10	-5	-2
> COc1ccc(-n2nnc3c(SCc4cccc(F)c4)ncnc32)cc1
 : -7	-6	4
> CCCNC(=O)c1cc(NC(=O)Nc2cccc(C(F)(F)F)c2)ccc1N1CCCC1
 : -4	-5	13

Each structure is followed by: mcGAS lum	hcGAS lum	NPYLR7 ag
> CCNC(=O)N1CCN(C(=O)C(OC)c2ccccc2)CC1 (stereo not given)
 : .	-4	0
> Cc1ccc(N2CCN(C(=O)c3ccc4c(c3)OCO4)C(C)C2=O)cc1F (stereo not given)
 : -6	0	29
> Nc1cc(N2CC(c3ccncc3)C2)nc(N)n1
 : -10	-7	3
> CCc1nn2c(nnc3c(=O)n(NC(C)=O)ccc32)c1-c1ccc(Cl)cc1
 : .	-8	3
> Cc1cccc(COC2CCCN(C(=O)COc3ccc(Cl)cc3)C2)c1 (stereo not given)
 : -6	-6	4
> Cc1cc(F)c(Nc2ncnc3cc(OCc4ccccc4)ccc23)cc1O
 : -2	-7&5	5&-12
> CCCC(=O)N(CCCN1CCOCC1)c1nc2ccc(Cl)cc2s1
 : -8	-4	-4
> CCc1nc2ccc(C(=O)NCCCn3ccnc3)cn2c1N(C=O)CCC(C)C
 : -1	-1	-1
> CC(=O)NC1CCN(c2cc(N3CCOCC3)nc(N)n2)C1 (stereo not given)
 : .	-4	16
> O=C(CSc1nc(=O)n(CCCO)c2c1CCC2)Nc1ccccc1F
 : -10	-5	7
> C=CCNc1nnc(Sc2ncccc2[N+](=O)[O-])s1
 : .	-5	-4
> COCCNC(=O)c1cc(NC(=O)c2ccc(Cl)cc2Cl)ccc1N1CCC(Cc2ccccc2)CC1
 : -3	-2	1
> Cc1ccc2c(c1)C(=O)C(=O)N2Cc1ccc(OCc2ccccc2)cc1
 : .	-1	-3
> CCCCOC(=O)c1cccc(NC(=O)c2cc3ccccc3oc2=O)c1
 : .	-4	-1
> COc1ccccc1CNC(=O)CSc1nc(=O)n(CCO)c2c1CCC2
 : 0	0	-10

Each structure is followed by: mcGAS lum	hcGAS lum	NPYLR7 ag
> Cn1c(N)c(S(=O)(=O)Nc2ccc(F)cc2)c(=O)n(C)c1=O
 : -7	-3	2
> CCOc1ccc(C(C2Sc3nc(C)nn3C2=O)N2CCN(c3ccccc3F)CC2)cc1 (stereo not given)
 : -7	-3	-2
> COc1cc(C2c3[nH]c4ccccc4c3CCN2C(=O)[C@H](C)OC(C)=O)ccc1Br (stereo not given in full)
 : -7	-8	-6
> O=C(CCNC(=O)C1CC(c2ccccc2)=NO1)NCc1ccncc1 (stereo not given)
 : -6	-8	-3
> CCn1nccc1C(=O)N1CCC(c2n[nH]c(=O)n2-c2ccccc2)CC1
 : .	-4	5
> O=C(NCc1ccccc1Cn1cccn1)NC1CCOc2ccccc21 (stereo not given)
 : .	-9	2
> CSCCC(=O)N1CCCC(CNC(=O)c2ccc(F)cc2)C1 (stereo not given)
 : .	-9	11
> CC(=O)NN(c1ccccc1)C1CC(C)N(c2ccccc2)N1C(C)=O (stereo not given)
 : .	-4	1
> O=C(c1ccc2c3c(cccc13)CC2)C1CCCN(Cc2cccc(OCCO)c2)C1 (stereo not given)
 : -9	-3	0
> Cc1nc2c(OCc3ccc(Cl)cc3Cl)cccn2c1N(C)C(=O)C1CCCCC1
 : -3	-5	10
> CN1CC2(CCN(C(=O)c3cc(=O)n(-c4ccccc4)[nH]3)C2)OC1=O (stereo not given)
 : -11	-4	12
> COc1ccccc1N1C(=O)CC2CS(=O)(=O)CC21 (stereo not given)
 : -7	-7	-1
> COc1ccc2[nH]c3c(c2c1)CCN(C(=O)COc1ccc(C(C)(C)C)cc1)C3c1ccc(OCc2ccccc2)cc1 (stereo not given)
 : -9	-13	11
> Cn1cc(-c2csc(C(C)(O)c3cccnc3)n2)cn1 (stereo not given)
 : .	-16	5
> N#CC(C(=O)CCc1ccc(Cl)cc1)C(=O)NCC1CCCO1 (stereo not given)
 : .	19	-4

Each structure is followed by: mcGAS lum	hcGAS lum	NPYLR7 ag
> CC(C)(C(=O)O)c1cnc(NC2CCCC2)nc1N1CCOCC1
 : -3	-3	.
> OC(COCC1CC=CCC1)Cn1cnc2ccccc21 (stereo not given)
 : -4	1	3
> Cc1ccc(-n2nc(C(C)(C)C)cc2NC(=O)CN(Cc2ccccc2)C(=O)c2ccccc2C)c(C)c1
 : -4	-4	-1
> C#Cc1cccc(N(C(=O)CCNC(=O)C(C)(C)C)C(C)C)c1
 : .	-2	1
> FC(F)(F)c1cccc(Nc2nc(-c3ccccc3)c3cc(Cl)ccc3n2)c1
 : 0	0	-5
> Cc1ccc(S(=O)(=O)NC(=O)C2(C)CCN2C(=O)CC2CC2)nc1 (stereo not given)
 : .	-10	1
> Cc1ccc(F)cc1CNC1CCc2c(c(C(=O)N(C)Cc3ccco3)nn2C)C1 (stereo not given)
 : -6	10	16
> Cc1nc2ccccc2nc1N1CCN(C(=O)c2c(F)cccc2F)CC1
 : -4	-10	15
> CCOc1ccc(C(C)=O)cc1CSc1nc(N)cc(=O)[nH]1
 : .	-2	-2
> Cc1ccc2oc(-c3c(C)cccc3N)nc2c1
 : -6	-5	4
> N#Cc1ccc(-c2cccnc2)[nH]c1=O
 : .	-1	-5
> CN(Cc1ccc2nsnc2c1)C(=O)c1cn(Cc2ccc(F)cc2Cl)nn1
 : .	-10	1
> CCc1noc(C(C)Sc2nnc(C3CC3)s2)n1 (stereo not given)
 : .	3	-1
> O=[N+]([O-])c1ccc(C(=NO)C23CN4CN(CN(C4)C2)C3)cc1
 : .	-6	8
> Cc1c(-c2csc(CCN3CCOC3=O)n2)oc2ccccc12
 : .	-7	15

Molecule | mcGAS lum | hcGAS lum | NPYLR7 ag
Cc1cnc(C(=O)Nn2c(C)nc3sc4c(c3c2=O)CCCCC4)cn1 | -8 | -8 | -1
CCS(=O)(=O)CCSc1n[nH]c(-c2ccc(Cl)cc2)n1 | -10 | -5 | 9
CCCCc1ccc(C2=N/C(=C\C=C\c3ccccc3OC)C(=O)O2)cc1 | . | 0 | -3
CN(C)c1ccc(NC(=O)C2CCC2)cc1CN(CC1CCCO1)C(=O)c1ccco1 (stereo not given) | -5 | -8 | -3
Cc1cc(C)n(CC(C)NCCN(C)S(C)(=O)=O)n1 (stereo not given) | . | -5 | 9
CCCc1cc2c(cc1NC(=O)c1ccc(Br)cc1)OCO2 | . | -1 | 7
CS(=O)(=O)N(C(=O)c1ccc(OC(F)(F)F)cc1)C1CCC(O)CC1 (stereo not given) | . | -7 | 4
Cn1c(=O)n(Cc2cccc3ccccc23)c(=O)c2c1nc1oc(C(C)(C)C)cn12 | -7 | 4 | 2
Cc1oc(NC(=O)CN2C(=O)S/C(=C/c3cccs3)C2=O)c(C#N)c1C | . | -1 | 10
Cn1cc(C2CN(C(=O)c3ccc(Br)s3)CCO2)cn1 (stereo not given) | . | -7 | -1

Molecule | mcGAS lum | hcGAS lum | NPYLR7 ag
CC(C)C(=O)N1N=C(c2ccccc2)CC1c1ccc2nccnc2c1 (stereo not given) | -8 | -2 | 0
COc1ccc(OCc2nc(CSc3ccc(Cl)cc3)cs2)cc1 | 0 | 4 | 2
CC(C)Cc1noc(CCCNC(=O)Nc2cccc(Cl)c2)n1 | . | -3 | 4
CCOC(=O)c1[nH]c(=O)[nH]c1CN1[C@@H]2CC[C@H]1CN(C)C(=O)C2 | -18 | 3&-2 | 0&3
O=C1CN(S(=O)(=O)c2cc(F)ccc2F)CC2c3cccc(F)c3CCN12 (stereo not given) | -8 | -10 | 0
c1cnn(CC2CN(Cc3cc4n(n3)CCCNC4)CCCO2)c1 (stereo not given) | . | 3 | 1
O=C(COCc1ccccc1)Nc1nnc(SCC(=O)c2ccc(F)c(F)c2)s1 | -4 | -4 | 21
O=C1NCC2(CCCN(C(=O)C3CCN(Cc4ccco4)CC3)C2)O1 (stereo not given) | . | -6 | 9
Cc1cccn2c(=O)c3cc(C(=O)NC4CC(C)CC(C)(C)C4)n(C)c3nc12 (stereo not given) | . | -1 | -2
CN(Cc1cccc(-n2cccn2)c1)C(=O)c1cn(Cc2ccccc2F)nn1 | . | -6 | 17

Molecule | mcGAS lum | hcGAS lum | NPYLR7 ag
O=C(NCCn1nc(-c2ccccc2)ccc1=O)c1ccc(Br)cc1 | -9 | -9 | -3
CN(Cc1cc(-c2ccccc2)on1)C(=O)c1cc(C2CC2)[nH]n1 | . | -1 | 16
CCN1CCN(CCC(=O)N2CCSCC2c2ccccc2)CC1 (stereo not given) | . | -6 | -6
CC(C)Cn1c(CN2CCSCC2)cnc1S(=O)(=O)CC1CCCO1 (stereo not given) | . | -12 | 12
O=C(COc1ccccc1)Nc1ccc(OCc2cccs2)cc1 | -6 | -7 | 8
O=C(/C=C/c1ccccc1)N(Cc1ccccn1)c1nc2ccc(F)cc2s1 | -10 | -6 | 4
O=S(=O)(NN=C1c2ccccc2-c2ccccc21)c1ccccc1 | . | -2 | -2
O=[N+]([O-])c1ccn(-c2nc(-c3ccccc3)cc(C(F)(F)F)n2)n1 | . | -1 | 2
Cc1nc2sccn2c1-c1csc(Nc2cccc(O)c2)n1 | -3 | -4 | -13
CCOC(=O)c1nn(-c2ccccc2)c(=O)c2c(N)scc12 | . | -3 | -3

Molecule | mcGAS lum | hcGAS lum | NPYLR7 ag
CCC(C)CCCC[N+]1=C2SCCCN2C(O)(c2ccc(OC(F)F)cc2)C1 (stereo not given) | -2 | -3 | 3
O=C(N/N=C\c1cccc2ccccc12)c1n[nH]c2c1CCC2 | -8 | -9 | 6
O=C(C=C1SCCS1)C1CC1c1ccccc1 (stereo not given) | . | -8 | 14
CCCN1C(=O)COCc2cc(-c3cccc(C#N)c3)ccc21 | . | -5 | 2
COC(=O)C(C)n1cnc2c(nnn2Cc2ccc(F)cc2)c1=O (stereo not given) | . | 0 | 8
CCNC(=O)N(Cc1ccc(F)cc1)Cc1cc(NC(=O)COC)ccc1N(C)C | -6 | -6 | -3
CCOc1ccccc1-c1nccn1-c1cnc2ccccc2c1 | . | -10 | 3
C=CCC(O)(CC=C)c1ccc(CN(CCOC)Cc2cccc(OC)c2)o1 | -3 | -4 | 0
O=C(CC1=CSC2=NCCN12)NC1COC2(CCCCC2)C1 (stereo not given) | -5 | -7 | .
OCCC1CN(Cc2cccc3nonc23)CCN1Cc1ccccc1F (stereo not given) | . | -9&-10 | -3&13

Single records, from the list above.
Shown for `OCCC1CN(Cc2cccc3nonc23)CCN1Cc1ccccc1F` (stereo not given) = mcGAS lum: .; hcGAS lum: -9&-10; NPYLR7 ag: -3&13
Shown for `CCC(C)CCCC[N+]1=C2SCCCN2C(O)(c2ccc(OC(F)F)cc2)C1` (stereo not given) = mcGAS lum: -2; hcGAS lum: -3; NPYLR7 ag: 3
Shown for `CCCN1C(=O)COCc2cc(-c3cccc(C#N)c3)ccc21` = mcGAS lum: .; hcGAS lum: -5; NPYLR7 ag: 2

Other compounds.
Molecule | mcGAS lum | hcGAS lum | NPYLR7 ag
O=C(NN1C(=O)C2C3CC(C(Br)C3Br)C2C1=O)c1ccncc1 (stereo not given) | -6 | -7 | -5
O=C(COCc1ccccc1)N1CCOC(COCc2c(Cl)cccc2Cl)C1 (stereo not given) | -2 | 1 | -7
COc1cccc(-c2cc(C(=O)NC(c3ccccc3)c3ccccc3)nc3cc(C(C)(C)C)nn23)c1 | -6 | -2 | -1
Oc1cc(-c2nc3ccccc3s2)cc2c1OCCN(CCn1cccn1)C2 | . | -2 | 5

In the list so far, these contain a nitro group on carbon:
Molecule | mcGAS lum | hcGAS lum | NPYLR7 ag
Cn1ncc([N+](=O)[O-])c1C(=O)Nc1ccc(Cl)cc1Cl | -2 | -2 | -9
C=CCNc1nnc(Sc2ncccc2[N+](=O)[O-])s1 | . | -5 | -4
O=[N+]([O-])c1ccc(C(=NO)C23CN4CN(CN(C4)C2)C3)cc1 | . | -6 | 8
O=[N+]([O-])c1ccn(-c2nc(-c3ccccc3)cc(C(F)(F)F)n2)n1 | . | -1 | 2
